Bioassay records deposited in PubChem by several laboratories.
BaF3 tox: parental Ba/F3 viability inhibition as JAK2V617F counter-screen | CellTiter-Glo ATP luminescence | inhibition, % at 5.6 µM | hit rate 1.1% among 220,000;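 active = inhibition above a per-campaign cutoff, the mean inhibition of all tested compounds plus 3 SD, cut at about 27% in these data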;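 also: 0% = DMSO wells and 100% = JAK Inhibitor I control wells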
Furin inhibitor: blocks human furin protease activity. P09958. purified furin, fluorogenic substrate cleavage. inhibition, % at 30 µM. hit rate 0.061% among 220,000; in the data active = inhibition above about 25%; also: inactives centre near -15
EP2 antag: blocks the human prostaglandin E2 receptor EP2 | P43116 | C6 glioma cells expressing human EP2, cAMP TR-FRET; cells stimulated with saturating PGE2 | inhibition, % at 25 µM | hit rate 0.52% among 260,000;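 active = percent inhibition above 40 after rounding to a whole number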;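 also: rat C6 glioma host cells with rolipram phosphodiesterase inhibitor present; the protocol text gives 20 µM as final concentration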
Target sequence (P43116 whole entry, looked up): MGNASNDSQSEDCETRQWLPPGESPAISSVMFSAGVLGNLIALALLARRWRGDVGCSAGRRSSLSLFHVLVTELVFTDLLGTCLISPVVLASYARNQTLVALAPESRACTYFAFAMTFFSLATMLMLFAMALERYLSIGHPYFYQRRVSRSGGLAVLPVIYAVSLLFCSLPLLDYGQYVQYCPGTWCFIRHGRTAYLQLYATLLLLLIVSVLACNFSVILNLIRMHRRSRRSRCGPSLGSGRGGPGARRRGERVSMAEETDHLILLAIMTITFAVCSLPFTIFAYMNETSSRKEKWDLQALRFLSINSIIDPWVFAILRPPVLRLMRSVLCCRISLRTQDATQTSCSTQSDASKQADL
RBBP9 inh: blocks human serine hydrolase RBBP9; inhibition, % at 7.94 µM; recombinant RBBP9, FP-Rh probe fluorescence polarization; O75884; hit rate 0.2% among 220,000; AID 1515;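 active = inhibition above the campaign mean of all tested compounds plus 3 SD, cut at about 14% in these data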;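 also: plate controls were DMSO wells with RBBP9 for no effect and wells lacking RBBP9 protein for full effect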
Target sequence (O75884 whole entry, looked up): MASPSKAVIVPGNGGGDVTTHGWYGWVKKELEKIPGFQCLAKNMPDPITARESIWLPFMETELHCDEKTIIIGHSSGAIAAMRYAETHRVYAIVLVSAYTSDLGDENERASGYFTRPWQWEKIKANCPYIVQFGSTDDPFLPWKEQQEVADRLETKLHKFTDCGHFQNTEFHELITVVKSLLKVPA
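Test system: recombinant human RBBP9. Quantity: 2.5 µM RBBP9 dispensing solution, before mixing. Detection: FP readout at 525/598 nm. Reagent: Serine-hydrolase probe FP-Rh, 375 nM pre-mixing. Measure: % inhibition. Control set: DMSO-treated enzyme wells and wells lacking RBBP9. Buffer or medium: Tris-NaCl-Pluronic buffer, pH 8.0. Times: preincubation 30 min plus labeling 45 min at 25 °C.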
Ba/F3 V617F tox: reduce viability of Ba/F3 cells dependent on JAK2V617F; Ba/F3 EpoR-JAK2V617F viability, ATP luminescence; inhibition, % at 5.6 µM; hit rate 1.1% among 220,000; AID 1446;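 active = inhibition above the campaign mean plus 3 SD over all tested compounds, cut at about 24% in these data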;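 also: cytokine-independent growth of Ba/F3 cells driven by EpoR plus mutant JAK2; 0% = DMSO-treated cells and 100% = JAK inhibitor I control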
PPC-1+TRAIL kill: compounds killing PPC-1 cancer cells with TRAIL present (potentiator screen, no TRAIL-free arm); PPC-1 cells + TRAIL, ATPLite viability luminescence; cell killing (% activity), % at 4 µM; hit rate 0.41% among 220,000; AID 1443;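 active = cell killing above 50% in the first pass at 4 µM, then a duplicate retest at 5 µM averaging 50% or more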;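 also: plate controls were cells with TRAIL plus DMSO for no effect and medium-only wells lacking cells for full effect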
Tb hexokinase: T. brucei hexokinase 1 inhibition; recombinant TbHK1, G6PDH-coupled NADH A340; inhibition, % at 10 µM; hit rate 0.11% among 220,000; AID 1430;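 active = inhibition of 50% or more in the single-dose primary screen; inactive = inhibition below 50%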
NCF1 inh: inhibitors of human p47phox binding; inhibition, % at 24.7 µM; p47phox/p22phox peptide binding, fluorescence polarization, 2 h; P14598; hit rate 0.53% among 220,000;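 active = inhibition above about 30%, limit read from the data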;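 also: 0% = p47phox with labelled peptide and 100% = labelled peptide alone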
Target sequence (P14598 whole entry, looked up): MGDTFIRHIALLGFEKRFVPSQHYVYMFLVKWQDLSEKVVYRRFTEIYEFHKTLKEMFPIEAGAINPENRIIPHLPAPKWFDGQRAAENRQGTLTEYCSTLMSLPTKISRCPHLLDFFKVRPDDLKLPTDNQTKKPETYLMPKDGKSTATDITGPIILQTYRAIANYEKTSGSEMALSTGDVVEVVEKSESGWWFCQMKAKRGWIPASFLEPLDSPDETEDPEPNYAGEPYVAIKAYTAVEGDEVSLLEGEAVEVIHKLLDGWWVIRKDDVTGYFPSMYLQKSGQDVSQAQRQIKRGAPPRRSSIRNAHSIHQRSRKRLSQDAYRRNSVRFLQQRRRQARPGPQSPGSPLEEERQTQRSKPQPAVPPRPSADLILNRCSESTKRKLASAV
p97 inhibitor: human p97 ATPase inhibition. P55072. recombinant p97 ATPase, Kinase-Glo ATP luminescence, 3 h. inhibition, % at 8 µM. hit rate 0.42% among 220,000; in the data active = inhibition above about 15%;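 also: 0% = DMSO vehicle and 100% = wells lacking enzyme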
* marks the source's active call; other numbers are inactive results; · = not tested or not shown; & = joins results of further samples; [ ] = another dose, or the depositor's remark. Only part of the results is shown (hit frequency here may not be typical).

No.	compound	BaF3 tox	Furin inhibitor	EP2 antag	RBBP9 inh	Ba/F3 V617F tox	PPC-1+TRAIL kill	Tb hexokinase	NCF1 inh	p97 inhibitor
1	CCCCN1C(=O)C(CC(=O)NCC)SC1=Nc1ccccc1 (stereo not given)	6	2[20 µM]	7	-10	2	-12	1	-10	-9
2	COc1cc(O)c(C(CCN2CCCCC2)c2ccc(N(C)C)cc2)c(OC)c1 (stereo not given)	·	-26	24	·	·	-5	12	16	·
3	Fc1ccc(CSc2nnc3ccc(-c4ccncc4)nn23)cc1	3	-15	5	1	-1	4	-6	0	3
4	CCCN1C(=O)C2(SC(NC(C)=O)=NN2C(C)=O)c2cc(C)cc(C)c21 (stereo not given)	1	-10	10	1	-5	24	-11	-6	5
5	CCOc1ccc(NC(=O)N2CCC(C(N)=O)(N3CCCCC3)CC2)cc1	-1	-17[20 µM]	5	-6	0	4	-3	-6	-1
6	Cc1nnn(-c2nonc2N)c1C(=O)NNC(=O)c1ccc(Cl)c(Cl)c1	8	-25	8	-7	2	10	-7	-17	-2
7	C/C(CC(=O)Nc1cc(Cl)ccc1Cl)=N\NC(N)=S	2	-9[20 µM]	14	2	-2	23	-3	-6	5
8	O=S(Cc1ccccc1)CC(O)(c1ccccc1)c1ccccc1 (stereo not given)	0	-12	4	10	-2	10	7	2	0
9	S=c1[nH]nc(COc2ccc(Cl)cc2)n1Cc1ccco1	8	-9	1	-17	5	-4	9	-9	-4
10	Cc1nn(-c2ccccc2)c2c1/C(=N/O)CC(C)(C)C2	1	-24	·	-13	-1	-10	-5	-1	-1
11	O=C(c1ccco1)N1CCN(c2cc(=O)n(-c3ccc(Cl)cc3)c(=O)[nH]2)CC1	3	-16	11	-3	1	8	-2	-11	-1
12	O=C(CN1CCN(c2ccccc2F)CC1)Nc1ccc2c(c1)CCC2	4	-5	7	-3	0	-11	17	-11	-1
13	O=C(NC1CCCCC1)c1ccc(Cl)c(NC(=O)c2ccccc2F)c1	6	6	7	-1	-1	37	35	-14	-2
14	Nc1c(Cl)cc(Cl)cc1C(=O)OCC(=O)NC1CC1	2	-65[20 µM]	14	1	1	-12	-5	-21	-3
15	O=C1N(Cc2cccc(Cl)c2)C[C@@H]2C[C@@H](c3ccc4nonc4c3)N3CCC[C@@]123	2	-19	10	-12	6	11	-2	-4	-7
16	CCC1(C)NC(=O)N(CC(=O)Nc2sc3c(c2C(=O)OC)CCCCC3)C1=O (stereo not given)	5	-3	7	-10	0	2	-27	-25	1
17	Cc1csc(SCC(=O)Nc2nc3ccccc3s2)n1	5	-8[20 µM]	13	-14	3	10	4	-10	-4
18	Cc1ccc(S(=O)(=O)N2CCOCC2)cc1NC(=O)Cn1cc(C(F)(F)F)cc(Cl)c1=O	4	-23	8	-9	-2	18	9	-2	1
19	O=C(CC1Nc2ccccc2NC1=O)Nc1cc(Cl)cc(Cl)c1 (stereo not given)	6	-18[20 µM]	12	-8	0	8	-22	-25	1
20	CNC(=O)CCCCC(=O)N/N=C/c1ccc(Cl)cc1Cl	-1	-19	7	-10	-4	-4	-5	4	4
21	O=C(NCc1ccco1)C(=O)c1cn(CC(=O)N2CCCCC2)c2ccccc12	4	-26	19	11	1	14	-7	-2	7
22	CC(=O)NCC1CCCN(c2nc3nonc3nc2N(C)Cc2ccccc2)C1 (stereo not given)	3	-18	10	-10	-4	5	-14	-5	6
23	CC(C)(C)Nc1nc(NC(C)(C)C)nc(-n2ccnc2)n1	0	-17[20 µM]	7	-1	-2	28	2	-3	15*
24	Cc1ncc([N+](=O)[O-])n1CCOC(=O)Nc1ccc([N+](=O)[O-])cc1	4	-1	3	-4	-1	6	-6	-8	3
25	Cc1ccc(OCCC(=O)OCC(=O)N2c3ccccc3CC2C)cc1 (stereo not given)	4	-27	-7	-3	2	19	2	-11	-4
26	CC(C)C(=O)Nc1ccc(-c2ccc3nncn3n2)cc1	6	-25	3	-6	2	21	-2	2	-1
27	Cc1cc(=O)n2nc(N3CCC(C(=O)NCc4cccnc4)CC3)sc2n1	2	-7	·	-6	-2	29	1	-13	0
28	O=C(O)c1cccc(N2C(=O)C3CC=CCC3C2=O)c1 (stereo not given)	6	-18[20 µM]	13	-2	-2	4	2	-4	1
29	CC1CC(C)CN(C(=S)Nc2ccc3nc4n(c(=O)c3c2)CCCCC4)C1 (stereo not given)	4	-8	11	-1	0	15	23	0	2
30	CCOc1ccc(NC(=S)N(CCc2c(C)[nH]c3ccc(C)cc23)Cc2ccncc2)cc1	9	-14	·	-4	-2	0	-5	-16	4
31	CC(C)(C)c1ccccc1OCC(=O)NCCC(=O)O	1	-10	6	-2	-1	6	39	-2	3
32	C/C(=N/NC(N)=S)c1ccccc1[N+](=O)[O-]	2	-3[20 µM]	33	-2	1	16	-2	-9	6
33	CN(CC(O)CON=C1c2ccccc2-c2ccccc21)S(=O)(=O)c1ccc(Br)cc1 (stereo not given)	8	-1	5	-37	3	4	-7	-12	-11
34	CCOc1cc2[nH]c(=S)n(CCc3ccc(OC)c(OC)c3)c(=O)c2cc1OCC	3	-15[20 µM]	2	-11	-2	22	-17	9	4
35	O=C(Nc1cccc(F)c1)C1CC(=O)N(c2ccc(Cl)cc2)C1 (stereo not given)	7	-14[20 µM]	3	0	5	10	4	-11	-5
36	Cc1oc(-c2ccc(Cl)cc2)nc1CS(=O)CC(=O)NCc1cccs1 (stereo not given)	12	-5	5	-5	4	17	-3	-16	-4
37	COc1ccc(/C=N/NC(=O)c2cccnc2)cc1COc1ccc(NC(C)=O)cc1	7	-12	15	-8	9	9	-21	-12	-2
38	O=C1CN(C(=O)COC(=O)c2ccccc2O)c2ccccc2N1	-2	-10	8	-6	-2	-2	-11	-7	9
39	CCOc1ccccc1OCCOCCN1CCN(Cc2ccccc2)CC1	3	-7	6	-3	-3	8	5	40*	-1
40	NC(=O)c1sc2nc3c(c(-c4ccccc4)c2c1N)CCC3	-4	-12[20 µM]	5	0	0	-14	-3	-4	8

Compounds shown so far containing a nitro group on carbon, in the order listed:
No.	compound	BaF3 tox	Furin inhibitor	EP2 antag	RBBP9 inh	Ba/F3 V617F tox	PPC-1+TRAIL kill	Tb hexokinase	NCF1 inh	p97 inhibitor
24	Cc1ncc([N+](=O)[O-])n1CCOC(=O)Nc1ccc([N+](=O)[O-])cc1	4	-1	3	-4	-1	6	-6	-8	3
32	C/C(=N/NC(N)=S)c1ccccc1[N+](=O)[O-]	2	-3[20 µM]	33	-2	1	16	-2	-9	6

(list continues)
No.	compound	BaF3 tox	Furin inhibitor	EP2 antag	RBBP9 inh	Ba/F3 V617F tox	PPC-1+TRAIL kill	Tb hexokinase	NCF1 inh	p97 inhibitor
41	COc1ccccc1N1CCN(Cc2nc(N)nc(Nc3ccc(C)c(Cl)c3)n2)CC1	7	-17[20 µM]	8	-8	18	0	-12	-3	5
42	COc1cccc(-c2nc(NC(C)C)c3ccccc3n2)c1O	1	-16	22	9	-3	-19	-7	-33	5
43	CC(C(=O)Nc1ccc(S(=O)(=O)N2CCCC2)cc1)N1CCN(C(=O)c2ccco2)CC1 (stereo not given)	3	-16[20 µM]	2	-5	-6	16	-3	-2	2
44	Cc1ccc(N2CCN(/N=C/c3ccncc3)CC2)cc1	5	-19	10	6	-5	21	-3	-10	-1
45	Cc1ccccc1C(=O)N1CCC(C(=O)Nc2ccc3c(c2)OCCO3)CC1	7	-10[20 µM]	8&13	-10	4	17	-3	-17	-4
46	COc1ccc(NC(=O)C2CCCN2S(=O)(=O)c2cccc3cccnc23)c(OC)c1 (stereo not given)	1	-3	14	2	-3	20	1	-6	7
47	COc1cc(OC)c(OC)cc1/C=C1\Oc2cc(OS(C)(=O)=O)ccc2C1=O	-1	4	9	-6	0	-14	-64	-17	-7
48	O=C(Nc1ccc(Cl)cc1F)c1ccccc1Br	2	-14	8	-8	0	6	1	-1	-3
49	CC1CCc2cc(F)ccc2N1C(=O)CCl (stereo not given)	4	-24	6	-1	0	18	1	-6	1
50	O=C(CNS(=O)(=O)c1ccc(Cl)cc1)OCC(=O)N1CCCc2ccccc21	4	-13	3	-9	-3	-5	1	-1	1
51	O=C(NCc1cccs1)C1CCCN1C(=O)Nc1ccccc1 (stereo not given)	-3	-21	9	3	-3	13	-3	-15	3
52	O=C(CCCCn1c(=O)c2ccccc2n(CC(=O)Nc2ccccc2)c1=O)NCc1ccco1	2	-13[20 µM]	10	-7	-3	-13	2	-3	4
53	O=C1c2ccccc2S(=O)(=O)N1CCOc1ccc(F)cc1	3	-13	4	-10	5	7	5	-8	-8
54	CCN1C(=S)SC(=O)C1=C1C=C(C)OC(C)=C1	1	-13	10	-8	1	16	2	-19	-5
55	COc1cccc(CNS(=O)(=O)c2ccc(S(=O)(=O)N3CCCC3)cc2)c1	4	-27	10&13	-5	1	·	4	4	1
56	COC(=O)c1ccc[n+](CC(=O)Nc2ccc(OC(F)F)cc2)c1	2	-14	2	-4	0	26	-1	-2	3
57	CCSc1nnc(NC(=O)CSc2c(Cl)cccc2Cl)s1	2	-21[20 µM]	33	-10	-2	9	1	-13	0
58	O=C(COC(=O)C12CC3CC(CC(Br)(C3)C1)C2)N1CCOCC1	4	-15	8	6	-1	-7	-1	-7	3
59	COc1ccc(-c2cnc3c(c2)CCC3(C#N)C#N)cc1	9	-16	4	-6	38*	-2	3	-1	2
60	Cc1nc(SCC(=O)Nc2ccnc3ccccc23)n[nH]1	1	-9[20 µM]	1	5	-3	7	-6	-17	8
61	COc1ccc(NS(=O)(=O)c2ccc(NC(=O)c3ccc(Br)cc3)cc2)nn1	3	-19	5	-5	0	6	-4	-4	6
62	Cc1cccc(NC(=S)Nc2cccc(C)n2)n1	5	-1	11	-4	-4	15	-13	0	4
63	Cc1nn(-c2ccccc2)c(C)c1/C=N\NS(=O)(=O)c1ccc(Cl)cc1	1	-12[20 µM]	9	-11	-2	13	-14	-4	-4
64	O=C(NCC1CCCO1)c1ccc(Oc2ccc([N+](=O)[O-])cc2Cl)cc1 (stereo not given)	3	-18	3	1	-1	26	-2	-1	3
65	Cc1ccc(CSc2nnc(-c3ccccc3N)c(=O)[nH]2)cc1	3	-8[20 µM]	3	-3	-1	7	-13	-5	3
66	CC1(C)CC(=O)C2=C(C1)N(c1ccccc1)C(=O)CC2c1ccsc1 (stereo not given)	5	7	6	-6	1	-4	-2	-13	-6
67	COc1ccccc1-c1csc(NC(=O)c2ccc(N3C(=O)CCC3=O)cc2)n1	12	-14	9	-6	1	6	-6	-12	3
68	Cc1cc(C)c2[nH]c(=O)c(CN(Cc3ccco3)C(=O)c3cccs3)cc2c1	2	-13[20 µM]	13&4	-5	-2	5	2	-7	1
69	CC(C)OCC1CC(CC(=O)NC(=S)Nc2cccc([N+](=O)[O-])c2)C(=O)O1 (stereo not given)	2	-21[20 µM]	6	-7	-3	34	-5	-3	-4
70	Cc1cc(=O)oc2cc(OC(=O)c3ccco3)ccc12	1	-77	7	-4	0	7	-16	3	6
71	Cc1cc(/C=C/C(=O)O)c(C)n1-c1ccc(Cl)cc1	7	-21	3	2	-3	-14	2	-14	6
72	c1ccc(-c2cn3nc(-c4ccccc4)cnc3n2)cc1	4	-14	7	-5	0	-2	-4	-9	2
73	COc1ccc(C(CC(=O)N2CCCC(C)C2)c2c(O)cc(OC)cc2OC)cc1 (stereo not given)	·	-12	13	·	·	13	-3	-5	·
74	O=C(Cc1cccs1)N(c1ccc(Cl)cc1)C1C=CS(=O)(=O)C1 (stereo not given)	6	-17	1	-11	1	14	0	2	3
